Assay outcomes as filed in PubChem BioAssay.
DAX1 inh-1: DAX1 (NR0B1) inhibitors on StAR promoter, primary screen, cell-based, luminescence, SF-1 (NR5A1), full-length DAX-1. HEK293T StAR-luciferase reporter, SF-1/DAX-1 repression relief. inhibition, % at 6.8 µM. 370,000 tested, 1.1% active. AID 652010, 2013;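 active = inhibition above the mean over all tested compounds plus 3 SD, cut at about 3.6% in these data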;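 note: 0% = DAX-1 cells with DMSO and 100% = cells lacking DAX-1 with DMSO; higher inhibition means more luminescence from relief of DAX-1 repression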
PLCg1 inh: PLC-gamma1 enzyme inhibitors, primary screen, biochemical, fluorescence, purified enzyme | 1-phosphatidylinositol 4,5-bisphosphate phosphodiesterase gamma-1 (Homo sapiens), P19174 | fluorogenic substrate | inhibition, % at 12.2 µM | 370,000 tested, 0.84% active | AID 720700, 2013; in the data active = inhibition above about 9.5%
hgDAF12 agonist: H. glycines DAF-12 receptor agonists, primary screen, cell-based, luminescence, HEK293, GAL4 fusion, UAS-luciferase | Nuclear hormone receptor DAF-12 (Heterodera glycines), GAL4 fusion | HEK293 GAL4-hgDAF12 UAS-luciferase reporter, agonist luminescence; normalized to butyrate control | activation, % at 6.8 µM | 370,000 tested, 1.8% active | AID 687014, 2013;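 active = activation above a cutoff set at the mean of all screened compounds plus 3 SD, cut at about 10% in these data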;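 note: 0% = DMSO wells and 100% = sodium butyrate wells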
ADAM17 inh: ADAM17 inhibitors, primary screen, biochemical, QFRET; inhibition, % at 6.95 µM; 370,000 tested, 0.83% active; recombinant ADAM17, EDANS/DABCYL FRET peptide cleavage;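 active = inhibition above the mean of compounds lying between control limits plus 3 SD, set per campaign, cut at about 8.5% in these data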;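 note: 0% = DMSO-only wells as the low control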
SMARCA2 act: SMARCA2 (BRM) function activators, primary screen, cell-based, luminescence, high throughput | MG213 cells, MMTV-luciferase reporter, dexamethasone, overnight | activation, % at 9.1 µM | 370,000 tested, 1% active | AID 652017, 2013; in the data active = activation above about 7.8%;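 note: 0% = vehicle wells and 100% = reference activator wells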
PLCb3 inh: human PLC-beta3 inhibitors, primary screen, biochemical, fluorescence. 1-phosphatidylinositol 4,5-bisphosphate phosphodiesterase beta-3 (Homo sapiens), Q01970. Purified PLC-beta3, fluorogenic substrate. inhibition, % at 12.2 µM. 370,000 tested, 0.18% active. AID 720704, 2013; in the data active = inhibition above about 11%;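 note: 0% = median of compound wells on plate and 100% = full blocker control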
MBD2 inh: inhibitors of MBD2 binding to methylated DNA, primary screen, biochemical, TR-FRET, DNA-binding domain, human. 370,000 tested, 0.31% active. inhibition, % at 4.4 µM. Methyl-CpG-binding domain protein 2 (Homo sapiens), Q9UBB5. MBD2 binding to methylated oligonucleotide. AID 686964, 2013; in the data active = inhibition above about 13%
Target sequence (Q9UBB5 whole entry, looked up, the tested form may be a part): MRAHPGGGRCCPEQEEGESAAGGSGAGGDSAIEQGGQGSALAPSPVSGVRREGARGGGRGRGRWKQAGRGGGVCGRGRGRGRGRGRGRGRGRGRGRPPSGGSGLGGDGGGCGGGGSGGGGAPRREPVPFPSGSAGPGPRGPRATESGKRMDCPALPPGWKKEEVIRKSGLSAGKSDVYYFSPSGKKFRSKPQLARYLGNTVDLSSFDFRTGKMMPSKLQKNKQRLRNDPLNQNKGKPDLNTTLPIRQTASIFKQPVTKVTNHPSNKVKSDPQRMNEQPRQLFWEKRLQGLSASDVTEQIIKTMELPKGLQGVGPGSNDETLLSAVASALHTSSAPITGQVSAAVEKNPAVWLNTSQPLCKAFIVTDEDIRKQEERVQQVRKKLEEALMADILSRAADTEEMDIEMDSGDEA
Rev-erbA mod: modulators of Rev-erb alpha DNA binding, primary screen, biochemical, FITC-DNA, fluorescence polarization, uHTS; AID 1259318, 2017; activity, % at 10 µM; 370,000 tested, 0.79% active; Nuclear receptor subfamily 1 group D member 1 (Homo sapiens), P20393; Rev-erbα–FITC-DNA binding, 90 min;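 active = activity above about 14%, limit read from the data; passing the limit was not always enough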;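 note: 0% = DMSO wells with 35 nM protein and 100% = DMSO wells with 750 nM protein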
hcDAF-12 act: H. contortus DAF-12 nuclear receptor activators, primary screen, cell-based, luminescence, HEK293, lit1-tk-luc reporter | 370,000 tested, 1.4% active | HEK293 hcDAF-12 lit1-tk-luc reporter; 0% DMSO, 100% Δ7-dafachronic acid | AID 652067, 2013 | activation, % at 6.8 µM;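 active = activation above the mean of all tested compounds plus 3 SD, cut at about 5.5% in these data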;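 note: 100% = response to 3 µM Δ7-dafachronic acid high control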
DAX1 inh-2: DAX1 (NR0B1) inhibitors, primary screen, cell-based, HEK293, Gal4-DAX1, luciferase luminescence | 340,000 tested, 0.99% active | inhibition, % at 6.75 µM | Nuclear receptor subfamily 0 group B member 1 (Homo sapiens), P51843 | HEK293 Gal4-DAX1 luciferase reporter | AID 504766, 2011;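 active = inhibition above the mean over all tested compounds plus 3 SD, cut at about 4.2% in these data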;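 note: 0% = DAX1-transfected cells with DMSO and 100% = empty-vector control cells with DMSO; inhibition shows as a rise in luminescence from relieved DAX1 repression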
Target sequence (P51843 207-470 limits assumed): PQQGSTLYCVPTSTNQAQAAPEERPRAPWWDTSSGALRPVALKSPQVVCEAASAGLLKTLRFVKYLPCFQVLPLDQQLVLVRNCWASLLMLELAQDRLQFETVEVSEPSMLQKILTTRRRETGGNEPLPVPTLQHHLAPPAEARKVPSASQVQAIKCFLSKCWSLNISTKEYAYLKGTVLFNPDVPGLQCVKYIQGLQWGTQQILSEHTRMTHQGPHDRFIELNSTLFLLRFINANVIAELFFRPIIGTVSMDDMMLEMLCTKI
ssDAF12 agonist: S. stercoralis DAF-12 nuclear receptor activators, primary screen, cell-based, luminescence, HEK293, GRIP1 co-expression, lit1-tk-luc; 370,000 tested, 1% active; Nuclear hormone receptor DAF-12 (Strongyloides stercoralis); HEK293 ssDAF-12/GRIP1 lit1-tk-luc reporter; % of 3 µM dafachronic acid response; activation, % at 6.8 µM;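 active = activation above the mean over all tested compounds plus 3 SD, cut at about 0.9% in these data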;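 note: 0% = DMSO-only wells and 100% = 3 µM delta7-dafachronic acid wells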
Starred values were filed as active, the others as inactive.

For O=C(CCSc1nc(-c2ccco2)cc(C(F)(F)F)n1)N1CCN(c2ccccn2)CC1 the results were DAX1 inh-1 -0.4, PLCg1 inh 0, hgDAF12 agonist 0.4, ADAM17 inh -1, SMARCA2 act -1, PLCb3 inh 0, MBD2 inh -4, Rev-erbA mod -5, hcDAF-12 act -2.5, DAX1 inh-2 -0.7 and ssDAF12 agonist -0.6.
`O=C1c2cccc3cccc(c23)C(=O)N1c1cccc(O)c1` gave DAX1 inh-1 0.5, PLCg1 inh 4, hgDAF12 agonist 0.8, ADAM17 inh 0, SMARCA2 act -1, PLCb3 inh -3, MBD2 inh -5, Rev-erbA mod -7, hcDAF-12 act 0.7, DAX1 inh-2 0.2 and ssDAF12 agonist -1.5.
For CC(C)(C)NC(=O)CN(Cc1cccs1)C(=O)CCC(=O)Nc1nccs1 the results were DAX1 inh-1 -0.3, PLCg1 inh -3, hgDAF12 agonist -0.7, ADAM17 inh -2, SMARCA2 act -3, PLCb3 inh 0, MBD2 inh 3, Rev-erbA mod -1, hcDAF-12 act 0.1, DAX1 inh-2 -0.5 and ssDAF12 agonist -1.7.
For O=C(CN1CCN(C(c2ccccc2)c2ccccc2)CC1)N1N=CCC1c1ccccc1 (centres undefined) the results were DAX1 inh-1 -0.1, PLCg1 inh 1, hgDAF12 agonist -1.8, ADAM17 inh -2, SMARCA2 act -3, PLCb3 inh -4, MBD2 inh 2, Rev-erbA mod -2, hcDAF-12 act 0.4, DAX1 inh-2 -0.3 and ssDAF12 agonist -1.3.
For FC(F)(F)c1ccc(CN2C[C@@H]3C(c4ccc(Cl)nc4)C4(c5ccccc5)CC3(C4)[C@H]2c2ccccc2)cc1 (some centres undefined) the results were DAX1 inh-1 0.5, PLCg1 inh 1, hgDAF12 agonist -0.5, ADAM17 inh 1, SMARCA2 act 0, PLCb3 inh 1, MBD2 inh 7, Rev-erbA mod -3, hcDAF-12 act -0.1, DAX1 inh-2 -0.4 and ssDAF12 agonist -1.6.
CCn1c(SC)nc(O)c(C(c2ccc(OC)c(O)c2)c2c(O)nc(SC)n(CC)c2=O)c1=O was read as DAX1 inh-1 0.3, PLCg1 inh 3, hgDAF12 agonist 0.0, ADAM17 inh 0, SMARCA2 act 0, PLCb3 inh -1, MBD2 inh 2, Rev-erbA mod -5, hcDAF-12 act -1.4, DAX1 inh-2 2.4 and ssDAF12 agonist -1.4.
`c1ccc(-c2nccc3ccccc23)cc1` gave DAX1 inh-1 0.1, PLCg1 inh -1, hgDAF12 agonist -0.3, ADAM17 inh -5, SMARCA2 act -3, PLCb3 inh -5, MBD2 inh 4, Rev-erbA mod 0, hcDAF-12 act 0.3, DAX1 inh-2 -3.2 and ssDAF12 agonist -1.5.
COc1ccc(N2CCN(C(=O)CSc3nc4[nH]ncc4c(=O)n3-c3ccc(Br)cc3)CC2)cc1 was read as DAX1 inh-1 -2.8, PLCg1 inh 1, hgDAF12 agonist -3.9, ADAM17 inh 4, SMARCA2 act -1, PLCb3 inh 4, MBD2 inh -5, Rev-erbA mod 1, hcDAF-12 act -2.2, DAX1 inh-2 -3.4 and ssDAF12 agonist -2.1.
`O=C(Nc1ccc([N+](=O)[O-])cc1)OC1CCS(=O)(=O)C1` (centres undefined) gave DAX1 inh-1 -0.5, PLCg1 inh 4, hgDAF12 agonist 1.9, ADAM17 inh -2, SMARCA2 act -4, PLCb3 inh 3, MBD2 inh 1, Rev-erbA mod -6, hcDAF-12 act -0.9 and ssDAF12 agonist -0.5.
For COc1ccc(-n2nnnc2SCC(=O)Nc2ccccc2)cc1 the results were DAX1 inh-1 -0.3, PLCg1 inh 0, hgDAF12 agonist -0.9, ADAM17 inh -3, SMARCA2 act 0, PLCb3 inh -1, MBD2 inh 4, Rev-erbA mod -4, hcDAF-12 act -0.6, DAX1 inh-2 -1.0 and ssDAF12 agonist -1.5.
`CNC(=S)SCCOc1ccccc1C` gave DAX1 inh-1 1.0, PLCg1 inh -1, hgDAF12 agonist 4.4, ADAM17 inh 1, SMARCA2 act 2, PLCb3 inh 0, MBD2 inh -2, Rev-erbA mod -2, hcDAF-12 act -0.1, DAX1 inh-2 -1.3 and ssDAF12 agonist -1.1.
Screening CC(NC(=O)COC(=O)C1CCCCC1)c1ccccc1 (centres undefined) returned DAX1 inh-1 -0.4, PLCg1 inh 3, hgDAF12 agonist -0.4, ADAM17 inh -4, SMARCA2 act -3, PLCb3 inh -1, MBD2 inh 6, Rev-erbA mod -6, hcDAF-12 act 0.3, DAX1 inh-2 -0.3 and ssDAF12 agonist -1.0.
C=C(C)c1cccc(C(C)(C)NC(=O)N2CCCC(C(N)=O)C2)c1 (centres undefined) was read as DAX1 inh-1 -0.2, PLCg1 inh 3, hgDAF12 agonist -0.8, ADAM17 inh -2, SMARCA2 act -1, PLCb3 inh 2, MBD2 inh -2, Rev-erbA mod 5, hcDAF-12 act -1.6, DAX1 inh-2 1.5 and ssDAF12 agonist -1.3.
For COc1cccc(C(=O)Nc2cccc(S(=O)(=O)NC3=NCCC3)c2)c1 the results were DAX1 inh-1 -0.3, PLCg1 inh 1, hgDAF12 agonist -1.0, ADAM17 inh -1, SMARCA2 act -2, PLCb3 inh -6, MBD2 inh 1, Rev-erbA mod -4, hcDAF-12 act -0.8, DAX1 inh-2 -0.5 and ssDAF12 agonist -1.6.
Screening CC(C)CC(=O)Nc1c2c(nn1-c1cccc(Cl)c1)CS(=O)C2 (centres undefined) returned DAX1 inh-1 -0.5, PLCg1 inh 1, hgDAF12 agonist 0.8, ADAM17 inh -2, SMARCA2 act -1, PLCb3 inh -3, MBD2 inh 2, Rev-erbA mod 1, hcDAF-12 act 1.0, DAX1 inh-2 -0.8 and ssDAF12 agonist -1.0.
For CC1CCC2(CC1)NC(=O)N(CC(=O)Nc1cccc(S(=O)(=O)N3CCOCC3)c1)C2=O (centres undefined) the results were DAX1 inh-1 -0.1, PLCg1 inh 1, hgDAF12 agonist -2.9, ADAM17 inh -7, SMARCA2 act -5, PLCb3 inh -322, MBD2 inh 3, Rev-erbA mod -1, hcDAF-12 act -0.8, DAX1 inh-2 -1.4 and ssDAF12 agonist -1.7.
Cc1ccc(S(=O)(=O)CCC(=O)OC(C)C(=O)c2c(C)[nH]c3ccccc23)cc1 (centres undefined) was read as DAX1 inh-1 -0.1, PLCg1 inh -1, hgDAF12 agonist 0.9, ADAM17 inh -3, SMARCA2 act -2, PLCb3 inh 0, MBD2 inh 5, Rev-erbA mod -3, hcDAF-12 act 0.9, DAX1 inh-2 0.1 and ssDAF12 agonist -1.8.
For CC(C)(C)Cc1nnc(NC(=O)c2ccc3c(c2)OCO3)s1 the results were DAX1 inh-1 0.6, PLCg1 inh 1, hgDAF12 agonist 4.5, ADAM17 inh -2, SMARCA2 act 0, PLCb3 inh -8, MBD2 inh 0, Rev-erbA mod -4, hcDAF-12 act -0.6, DAX1 inh-2 -1.5 and ssDAF12 agonist -0.5.
`COc1ccc(S(=O)(=O)N2CCOCC2)cc1NC(=O)CSc1n[nH]c(=O)n1C1CC1` gave DAX1 inh-1 0.0, PLCg1 inh 5, hgDAF12 agonist -0.1, ADAM17 inh 3, SMARCA2 act -1, PLCb3 inh 3, MBD2 inh -1, Rev-erbA mod -5, hcDAF-12 act -0.9, DAX1 inh-2 -0.5 and ssDAF12 agonist -0.8.
O=C(N/N=C/c1ccc(Cl)c([N+](=O)[O-])c1)c1cc(-c2ccccc2)nc2ccccc12 was read as DAX1 inh-1 -0.1, PLCg1 inh -4, hgDAF12 agonist 0.0, ADAM17 inh 2, SMARCA2 act 1, PLCb3 inh 1, MBD2 inh -2, Rev-erbA mod -1, hcDAF-12 act -0.2, DAX1 inh-2 0.0 and ssDAF12 agonist -1.3.
Screening COc1ccc(C2CC(c3ccccc3)=NN2c2ccc(Cl)c(C(=O)O)c2)cc1 (centres undefined) returned DAX1 inh-1 -0.5, PLCg1 inh inactive, hgDAF12 agonist 3.4, ADAM17 inh -466, SMARCA2 act 0, PLCb3 inh inactive, MBD2 inh 2, Rev-erbA mod -6, hcDAF-12 act -1.0, DAX1 inh-2 0.3 and ssDAF12 agonist -0.8.
For O=C(NCCC1CCCCN1S(=O)(=O)c1ccccc1)C(=O)NC1CC1 (centres undefined) the results were DAX1 inh-1 2.3, PLCg1 inh 4, hgDAF12 agonist -0.9, ADAM17 inh -4, SMARCA2 act 3, PLCb3 inh -5, MBD2 inh 1, Rev-erbA mod -3, hcDAF-12 act -0.5, DAX1 inh-2 1.0 and ssDAF12 agonist -0.7.
For c1ccc2c(c1)nc1sccn12 the results were DAX1 inh-1 -0.6, PLCg1 inh 1, hgDAF12 agonist -3.1, ADAM17 inh -2, SMARCA2 act -2, PLCb3 inh -1, MBD2 inh 1, Rev-erbA mod 3, hcDAF-12 act -1.3, DAX1 inh-2 -0.6 and ssDAF12 agonist -0.5.
`Cn1c(=O)n(C)c2cc(N3CCCCC3)c(NC(=O)c3ccccc3)cc21` gave DAX1 inh-1 -0.4, PLCg1 inh -219, hgDAF12 agonist 0.9, ADAM17 inh -27, SMARCA2 act 1, PLCb3 inh -321, MBD2 inh -3, Rev-erbA mod 6, hcDAF-12 act -0.3, DAX1 inh-2 1.0 and ssDAF12 agonist -1.9.
Screening COC(=O)[C@]1(C)N[C@H](CN(C)S(=O)(=O)c2ccc(C)cc2)[C@@H]2C(=O)N(Cc3ccccc3)C(=O)[C@@H]21 returned DAX1 inh-1 -0.3, PLCg1 inh 0, hgDAF12 agonist 1.1, ADAM17 inh -6, SMARCA2 act -4, PLCb3 inh 1, MBD2 inh 1, Rev-erbA mod 0, hcDAF-12 act -1.8, DAX1 inh-2 -1.9 and ssDAF12 agonist -1.4.

Two compounds picked at random from those above:
Cc1ccc(S(=O)(=O)CCC(=O)OC(C)C(=O)c2c(C)[nH]c3ccccc23)cc1 (centres undefined) was read as DAX1 inh-1 -0.1, PLCg1 inh -1, hgDAF12 agonist 0.9, ADAM17 inh -3, SMARCA2 act -2, PLCb3 inh 0, MBD2 inh 5, Rev-erbA mod -3, hcDAF-12 act 0.9, DAX1 inh-2 0.1 and ssDAF12 agonist -1.8.
O=C(N/N=C/c1ccc(Cl)c([N+](=O)[O-])c1)c1cc(-c2ccccc2)nc2ccccc12 was read as DAX1 inh-1 -0.1, PLCg1 inh -4, hgDAF12 agonist 0.0, ADAM17 inh 2, SMARCA2 act 1, PLCb3 inh 1, MBD2 inh -2, Rev-erbA mod -1, hcDAF-12 act -0.2, DAX1 inh-2 0.0 and ssDAF12 agonist -1.3.
